# Bioassay records from PubChem BioAssay.
# STK33 kinase inh: inhibitors of human STK33 kinase | Q9BYT3 | purified STK33, MBP phosphorylation, ADP-Glo luminescence | inhibition, % at 10 µM | actives 0.073% (n = 320,000);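 active means inhibition at or above 25%, using the most active replicate where run in duplicate; inactive means inhibition below 25%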
# Target sequence (Q9BYT3 whole entry, looked up): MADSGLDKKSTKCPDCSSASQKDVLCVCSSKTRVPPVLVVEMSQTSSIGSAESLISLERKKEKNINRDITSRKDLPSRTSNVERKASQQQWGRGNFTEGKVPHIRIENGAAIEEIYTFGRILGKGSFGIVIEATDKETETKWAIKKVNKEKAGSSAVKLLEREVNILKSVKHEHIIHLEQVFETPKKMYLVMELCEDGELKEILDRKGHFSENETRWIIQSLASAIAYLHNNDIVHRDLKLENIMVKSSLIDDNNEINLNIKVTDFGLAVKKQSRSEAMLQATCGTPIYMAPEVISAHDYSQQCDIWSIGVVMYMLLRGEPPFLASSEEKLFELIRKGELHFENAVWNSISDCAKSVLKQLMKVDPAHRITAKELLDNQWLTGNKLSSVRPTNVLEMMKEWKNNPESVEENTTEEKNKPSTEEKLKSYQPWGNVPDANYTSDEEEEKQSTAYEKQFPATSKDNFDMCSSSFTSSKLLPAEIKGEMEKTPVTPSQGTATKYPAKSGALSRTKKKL
# Kir21 inh: inhibitors of mouse Kir2.1 inward-rectifier potassium channel | P35561 | HEK293-Kir2.1, FluxOR thallium flux fluorescence; stronger effect = lower value | B-score at 10 µM | actives 0.85% (n = 310,000) | AID 1672;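 active means fluorescence ratio B-score at or below minus 3 SD of library scores, with starting-brightness B-score within 2 SD, cut at about -4.2 in these data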;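 further: channel flux triggered by added potassium and thallium sulfate stimulus; B-score of peak minus minimum fluorescence over baseline after thallium stimulus; more negative B-score means stronger Kir2.1 block with less thallium influx; some compounds called inactive have numbers as strong as hits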
# Target sequence (P35561 whole entry, looked up): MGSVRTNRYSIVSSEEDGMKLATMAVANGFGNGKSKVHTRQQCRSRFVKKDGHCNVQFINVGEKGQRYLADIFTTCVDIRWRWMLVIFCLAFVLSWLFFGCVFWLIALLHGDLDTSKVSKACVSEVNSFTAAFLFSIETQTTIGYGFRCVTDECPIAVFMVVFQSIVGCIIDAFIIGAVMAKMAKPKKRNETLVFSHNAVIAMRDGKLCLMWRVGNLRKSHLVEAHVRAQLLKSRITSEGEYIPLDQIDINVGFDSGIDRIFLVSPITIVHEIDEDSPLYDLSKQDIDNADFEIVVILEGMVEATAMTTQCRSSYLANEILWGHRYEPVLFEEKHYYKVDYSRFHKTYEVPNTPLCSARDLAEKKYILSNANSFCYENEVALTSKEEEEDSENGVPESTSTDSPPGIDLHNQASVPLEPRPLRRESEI
# Numbers without * were called inactive; nt = no result given.
SMILES | STK33 kinase inh | Kir21 inh
COc1ccc(S(=O)(=O)Nc2ccccc2C(=O)N2CCOCC2)cc1F | -0.1 | -0.03
CN(C)c1nc2n(c(=O)n1)CCS2 | -0.4 | 1.8
COc1ccc(OCC(=O)Nc2c(C(=O)N(CCN(C)C)Cc3ccco3)oc3ccccc23)cc1 | 1.0 | -2.7
COc1ccc(OCC(O)Cn2c(N)nc3c2c(=O)[nH]c(=O)n3C)cc1 (stereo not given) | -1.0 | 1.1
Cc1cc(Nc2ccc(Br)cc2F)n2nc(C)nc2n1 | -0.4 | 0.12
COc1cc(C2C3=C(CC(C)(C)CC3=O)Nc3ccccc3N2C(C)=O)cc(OC)c1OC (stereo not given) | -0.4 | 2.6
COc1ccc([C@H]2CC(=O)C=C(c3cccc(C(C)C)c3)C2)cc1 | -1.4 | nt
Cc1cc(C(=O)N2CCN(c3ccc(C(F)(F)F)cn3)CC2)c(C)o1 | 0.0 | 1.5
c1cc(-c2n[nH]c(-c3ccncc3)n2)ccn1 | 2.5 | 0.66
O=C(CS(=O)(=O)c1cn(Cc2ccc(Cl)cc2)c2ccccc12)N1CCCCC1 | -0.6 | 0.04
O=C(COC(=O)/C=C/c1ccc(F)cc1)Nc1ccc2[nH]c(=O)[nH]c2c1 | -0.2 | 1.1
CCC(C)(C)n1nnnc1CN(Cc1ccc(Cl)cc1)Cc1ccco1 | -0.6 | -5.1*
CCOC(=O)c1c2ccc(OCC(=O)NN)cc2n2ccccc12 | -0.1 | -0.03
O=C(NC1CC1)C1=C[C@@H](C2CC2)C[C@@H](OCCCCO)O1 | -0.3 | -1.8
CC(C)OCc1c(C(=O)Nc2nccs2)oc2ccccc12 | -1.3 | 0.65
CN(C)c1ccc(/C=C2/SC(=O)N(CCN=C3NS(=O)(=O)c4ccccc43)C2=O)cc1 | -1.1 | -2
CC(C)Sc1nc(N2CCOCC2)c2c3c(sc2n1)COC(C)(C)C3 | -0.3 | -1.1
O=C(NCC(=O)N1CCCC1)c1ccc(Cl)cc1 | 0.3 | -0.41
COc1cc2ncnc(NCc3ccccc3F)c2cc1OC | 3.2 | 0.42
Cc1ccc(C)c(NC(=O)CCc2c(C)nn(-c3ccc(N4CCCCC4)nn3)c2C)c1 | 0.4 | -0.86
CC(=O)Nc1ccc(-c2nnc(SCC(=O)Nc3ccc4c(c3)oc3ccccc34)n2C)cc1 | 0.3 | -0.38
Cc1ccc(/C=N/NC(=O)c2ccc(Br)o2)s1 | -0.8 | 0.26
C=CCN1C(=O)c2ccc(C(=O)N(CC)CC(=O)Nc3cc(Cl)ccc3C)cc2C1=O | nt | 0.12
Cc1ccc(C(=O)Nc2ccccc2Sc2ccccc2)cc1 | -1.1 | 0.28
CC(C)OCCCNC(=O)c1ccc2c(=O)n(Cc3ccc4c(c3)OCO4)c(=S)[nH]c2c1 | 0.0 | 0.48
CC(C)CC(OC(=O)c1cccs1)C(=O)NCc1cccs1 (stereo not given) | 0.4 | -1.1
CCc1nn2c(NCCCO)cc(C)nc2c1-c1ccc(F)cc1 | -0.7 | 0.09
NS(=O)(=O)c1ccc(NS(=O)(=O)c2ccc(NC(=O)C3CC3)cc2)cc1 | -1.6 | 0.2
Cc1cc(C(F)F)n2ncc(C(=O)NCc3ccccc3F)c2n1 | -1.4 | -0.47
COc1cccc(OCC(=O)Nc2cc(NC(=O)COc3cccc(OC)c3)cc(C(=O)O)c2)c1 | nt | 0.85
CN(C)/C=C/C=C1C(=O)CCCC1=O | -0.8 | 0.02
O=C(O)c1ccc2c(c1)CCCN2 | -1.8 | 1.1
Cc1cc(C(=O)NC2CCCc3c2cnn3-c2ccc(C)c(C)c2)no1 (stereo not given) | -0.2 | -0.16
CCCCNC(=O)CN1C(=O)C(CC)Oc2ccc(Cl)cc21 (stereo not given) | -1.9 | 1
CC1(C(=O)OCC(=O)Nc2ccc(C(N)=O)cc2)CC1(Cl)Cl (stereo not given) | -1.1 | -0.8
CC(C)OC(=O)c1cccc(C(=O)OCc2ccco2)n1 | -1.1 | 0.62
CC(=O)Nc1cccc(C(=O)OCC(=O)Nc2nnc(-c3ccccc3)o2)c1 | -1.7 | -2.2
COCC(=O)N1CCCC(C(=O)c2ccc(Oc3ccccc3)cc2)C1 (stereo not given) | nt | 0.51
CCN(CC)S(=O)(=O)c1ccc(C(=O)NCCN2C(=O)S/C(=C\c3cccnc3)C2=O)cc1 | -0.5 | 0.82
CC(/C=C/C=C/c1ccccc1)=N/NC(=O)c1ccc2c(c1)OCCO2 | -3.2 | -0.29
CCOc1ccccc1N1CC(C(=O)NCCOc2ccccc2OC)CC1=O (stereo not given) | -2.2 | 1.2
Nc1c2c(nc3sc4c(c13)CCCCC4)CCCCC2 | -0.8 | -1.1
COc1ccc(-c2nn(-c3ccccc3)cc2/C=C\C(=O)N2CCOCC2)cc1[N+](=O)[O-] | -1.2 | 1.5
CC(C)[N+](C)(C)CC(O)CN(c1ccccc1)c1ccccc1 (stereo not given) | -0.6 | -1.2
Cc1nc(N2CCN(C)CC2)c2c(C)c(C(=O)Nc3ccc(C)c(F)c3)sc2n1 | 1.1 | -6*
COc1ccccc1-n1ccnc1SCC(=O)NCc1ccco1 | -0.6 | -0.17
Cn1c2ccccc2c2nnc(N/N=C/c3ccc(O)cc3)nc21 | -0.8 | 1.7
O=C(COC(=O)C1CCN(S(=O)(=O)c2cccs2)CC1)c1cc2ccccc2o1 | -0.3 | -0.58
Cc1ccc(-c2nnn(CC(=O)N(CC(=O)NCC3CCCO3)c3ccc(F)c(Cl)c3)n2)o1 (stereo not given) | 1.1 | nt
COc1ccc(CN2CCNC(=O)C2CC(=O)N(C)Cc2ccncn2)c(OC)c1 (stereo not given) | 0.2 | 0.05
O=C(CN(c1cccc(Br)c1)S(=O)(=O)c1ccccc1)N/N=C/c1cc([N+](=O)[O-])ccc1O | -0.9 | -0.02
O=C(c1ccc(Cl)c(S(=O)(=O)N2CCc3ccccc32)c1)N1CCN(c2ccccc2O)CC1 | -1.3 | nt
COc1ccc(CCN2C(=NC(=O)C(C)C)SC3CS(=O)(=O)CC32)cc1 (stereo not given) | 0.0 | 1.2
CCc1cccc(CC)c1NC(=O)CN1CCN(c2ccccc2)CC1 | -3.6 | 0.01
Cc1ccc(-c2ocnc2C(=O)N2CCOCC2)cc1 | -1.5 | 0.79
C=CCn1c(SCC(C)=O)nnc1-c1ccc2ncccc2c1 | 0.2 | -0.08

# The list goes on; it opens with the 5 that closed the last part.
SMILES | STK33 kinase inh | Kir21 inh
O=C(c1ccc(Cl)c(S(=O)(=O)N2CCc3ccccc32)c1)N1CCN(c2ccccc2O)CC1 | -1.3 | nt
COc1ccc(CCN2C(=NC(=O)C(C)C)SC3CS(=O)(=O)CC32)cc1 (stereo not given) | 0.0 | 1.2
CCc1cccc(CC)c1NC(=O)CN1CCN(c2ccccc2)CC1 | -3.6 | 0.01
Cc1ccc(-c2ocnc2C(=O)N2CCOCC2)cc1 | -1.5 | 0.79
C=CCn1c(SCC(C)=O)nnc1-c1ccc2ncccc2c1 | 0.2 | -0.08
COc1ccc2nc(NC(=O)C3CCN(S(=O)(=O)c4cccs4)CC3)sc2c1 | -0.2 | 0.28
Cc1[nH]nc2c1C(CC(C)C)C(C#N)=C(N)O2 (stereo not given) | 1.4 | -0.32
COc1cccc(C(=O)Nc2nnc(SCC(=O)NC3CC3)s2)c1 | 0.0 | 0.25
Cc1ccc(CNC(=O)CCSCc2ccccc2C)cc1 | -0.3 | 0.01
CC(=O)Nc1ccc(/C=C/c2noc(-c3ccccc3O)n2)cc1 | -0.9 | -0.17
Cc1c(C(=O)N2CCN(c3ccc(F)cc3)CC2)oc2c1C(=O)CCC2 | -2.3 | 1
Cc1ccc(C(=O)O)cc1NC(=S)NC(=O)c1ccc(-c2ccc(Cl)cc2)o1 | -2.0 | 0.12
Cc1ccc2c(c1)[nH]c1c(=O)n(Cc3ccco3)cnc12 | -3.3 | 4.2
Cc1cc(C(=O)Nc2ccccc2)c2ccccc2n1 | -12 | 0.35
O=C(NCCc1cn2ccsc2n1)c1cccs1 | -0.8 | 1.3
COc1ccc(OC)c2c(C)cc(N3CCN(C(=O)c4ccc(F)cc4)CC3)nc12 | 0.4 | -1.3
CCCCNC(=O)c1onc(CSc2cc(C)cc(C)c2)c1C(=O)O | -1.4 | -1.9
CCc1ccc(S(=O)(=O)N/N=C\c2ccc([N+](=O)[O-])o2)cc1 | 0.6 | 0.43
O=C(NCc1ccc(-n2cccc2)cc1)c1cccc(F)c1 | -3.0 | -0.5
COc1ccc(/C=C(\NC(=O)c2ccccc2)C(=O)NNC(=O)CCN2CCOCC2)cc1 | -1.3 | 0.31
COc1cc(/C=N/NC(=O)CNC(=O)c2ccccc2)ccc1OC(=O)c1cccs1 | -0.1 | -2.9
Cc1ccc2c(CC(=O)Nc3nc(C)cs3)coc2c1 | -0.4 | 0.79
COc1ccc(NC(=O)CSc2n[nH]c(-c3ccncc3)n2)c([N+](=O)[O-])c1 | 1.7 | 0.04
O=C1c2cccc(OCc3ccc(F)cc3)c2CCN1Cc1ccc(F)cc1 | 0.3 | 1.4
Nc1cc(N)nc(SCC(=O)NCC(=O)Nc2ccc(F)c(F)c2F)n1 | -2.2 | nt
O=C(COc1ccccc1Cl)NC(=S)N1CCc2ccccc21 | -2.9 | 0.05
Cc1ccccc1C(CC(=O)c1cccs1)C(C#N)C#N (stereo not given) | 0.8 | -1.1
CCOc1ccc(CCNC(=O)C2CCC(=O)N2C2CCCCC2)cc1OCC (stereo not given) | -2.4 | 0.51
CCOc1ccccc1N1CCN(S(=O)(=O)c2ccc(Cl)s2)CC1 | -0.9 | 0.92
CCOc1cccc(/C(O)=C2/C(=O)C(=O)N(CCOC)C2c2ccncc2)c1 (stereo not given) | 0.0 | 0.5
COc1ccc(CCC(=O)OC(C)C(=O)c2ccc(C)cc2)cc1 (stereo not given) | -1.1 | -1.2
CCC(C)NS(=O)(=O)c1ccc(NS(=O)(=O)c2ccccc2[N+](=O)[O-])cc1 (stereo not given) | -1.9 | 1.2
CC(O)CC(C)O (stereo not given) | -0.5 | nt
O=C(NCC(=O)N(Cc1ccco1)C(C(=O)NC1CCCCC1)c1ccncc1)c1cccs1 (stereo not given) | -0.9 | 1.8
CC1CCN(C(=O)COC(=O)c2n[nH]c3ccccc23)CC1 | -1.0 | 0.69
CCC(=O)Nc1cccc(-c2nnc(-c3ccccc3)o2)c1 | 0.0 | 0.2
CN(C)c1ccc(C(=O)N2CC(=O)N(CCc3ccccc3)C(=O)C2)cc1 | 0.2 | -0.4
Cc1nn(C)c(Cl)c1C(=O)NCC(=O)O | -1.2 | -0.02
O=c1cc(-c2ccccc2)nc2nc(SCc3ccccc3)[nH]n12 | nt | 0.53
CCOc1ccc(N=c2cc(-c3ccc(OC)cc3)oc3ccccc23)cc1 | -0.9 | 1.2
CCc1ccc(C(=O)COC(=O)C(Cc2ccccc2)NC(=O)C2CCC(C)CC2)cc1 (stereo not given) | 0.1 | 0.94
CCOC(=O)N1CCN(C(=O)c2cc3cc(F)ccc3[nH]2)CC1 | -0.9 | -0.37
COCCCn1c(SCC(=O)OC2CCCCC2)nnc1-c1cccs1 | -0.7 | -0.28
O=C(CSc1ccc2c(c1)OCCO2)NCc1ccco1 | 0.5 | 2.1
O=C(COC(=O)C1CCCN1C(=O)c1cccs1)c1ccccc1 (stereo not given) | -1.4 | -0.96
COc1cccc(C(=O)CC(C(=O)O)c2ccc(F)cc2)c1 (stereo not given) | 0.9 | -0.57
Cc1cc(C)cc(OCC(=O)Nc2cccc(-c3nnc(-c4ccco4)o3)c2)c1 | 0.0 | 0.72
COc1ccc(NC(=O)CN2C(=O)NC(C)(C3CC3)C2=O)cc1S(=O)(=O)N1CCCCC1 (stereo not given) | 0.1 | nt
Cc1ccc(NC(=S)N/N=C/c2cccn2Cc2ccccc2F)cc1 | 0.5 | 1.8
COc1ccc(-c2nc(S(=O)(=O)c3ccccc3)c(N3CCOCC3)o2)cc1 | -1.1 | 2.2
O=C(COC(=O)c1cc([N+](=O)[O-])ccc1N1CCOCC1)NCc1ccc(Cl)cc1Cl | -1.5 | -2
CCOc1ccc2cc(C#N)c(SCC(=O)OC)nc2c1 | 0.2 | -1.9
CC1CC1C(=O)Nc1cc(S(=O)(=O)N2CCOCC2)ccc1N1CCCC1 (stereo not given) | -0.1 | -1.7
CCOC(=O)C1CCN(C/C=C/c2ccccc2OC)CC1 | -1.3 | -1.8
O=C(NN1C(=O)C2C3c4ccccc4C(c4ccccc43)C2C1=O)c1ccccc1 (stereo not given) | 0.5 | -0.63
Cc1ccc(C(=O)Nc2nc(C)c(C)s2)o1 | 0.8 | -1.6
CC(C)C1=CC2=CCC3C(C)(C(=O)O)CCCC3(C)C2CC1 (stereo not given) (tested in a mixture with another compound) | -0.3 | 2
CCOc1ccc(NC(=S)NNC(=O)c2ccc(Br)cc2)cc1 | 0.5 | 0.05
FC(F)(F)c1nnc2ccc(-n3ccnc3)nn12 | -2.3 | 1.1
CCCN(CCC)Cc1c(C(=O)N/N=C/CCc2ccccc2)nnn1-c1nonc1N | 1.9 | -1.3
Cc1cc(C(=O)Nc2cnc3ccccc3c2)ccc1[N+](=O)[O-] | -1.3 | 0.46

# Further compounds
SMILES | STK33 kinase inh | Kir21 inh
CCCCNC(=O)c1onc(CSc2cccc3ccccc23)c1C(=O)O | -0.7 | -1.5
CN(C(=O)c1nn(C)c2c1CSc1ccccc1-2)c1ccc(F)cc1 | -1.5 | -1.5
CCc1ccc(NC(=O)NCc2ccccn2)cc1 | -0.8 | 0.25
CCOC(=O)CC(NS(=O)(=O)c1ccc(OC)c(OC)c1)c1cccc([N+](=O)[O-])c1 (stereo not given) | -0.6 | -0.21
CCN1CCCc2cc(CN(CCN3CCOCC3)C(=S)Nc3ccc(OC)c(OC)c3)ccc21 | 0.9 | 2.4
